Bioassay records (PubChem BioAssay)
TRPM1 prom inh: MITF TRPM1 promoter inhibition in SK-MEL-5 cells; SK-MEL-5 TRPM1 promoter luciferase, 24 h; AID 488899; inhibition, % at 12.5 µM; 330,000 compounds, 0.83% hits;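 active = mean inhibition across replicates of 60% or more, whatever share of single replicates reaches that level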; also: values of inactives mirror those of a sister screen read the other way
CF NFkB block: blocks PAF-induced NF-kB reporter in cystic fibrosis cells; AID 588850; KKLEB NF-kB-GFP reporter, GFP fluorescence overnight; inhibition, % at 5 µM; 360,000 compounds, 0.86% hits;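 active = at least 50% inhibition at 5 µM, scaled per plate between neutral and stimulator controls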;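 also: PAF is a Pseudomonas aeruginosa culture filtrate used as stimulus; plate controls were PAF-stimulated DMSO wells for no effect and unstimulated DMSO wells for full effect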
TRAIL sens C8: sensitizes caspase-8 expressing cells to TRAIL | NB7+C8 cells + TRAIL, ATPlite viability luminescence | inhibition (viability loss, TRAIL sensitization), % at 10 µM | 360,000 compounds, 1% hits;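 active = compounds causing at least 50% loss of cell viability in the single-dose screen, relative to plate controls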
NR2E3 ag-1: NR2E3 (human) agonism | 320,000 compounds, 0.12% hits | inhibition of corepressor binding, % at 4.78 µM | Q9Y5X4 | GST-NR2E3/biotin-RetCOR TR-FRET, 1536-well | AID 2300;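 active = percent inhibition above the cutoff of mean plus 3 SD of all tested compounds, set per screening campaign, cut at about 20% in these data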;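 also: 0% = DMSO wells and 100% = biotin wells as full block of FRET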
Target sequence (Q9Y5X4 whole entry, looked up): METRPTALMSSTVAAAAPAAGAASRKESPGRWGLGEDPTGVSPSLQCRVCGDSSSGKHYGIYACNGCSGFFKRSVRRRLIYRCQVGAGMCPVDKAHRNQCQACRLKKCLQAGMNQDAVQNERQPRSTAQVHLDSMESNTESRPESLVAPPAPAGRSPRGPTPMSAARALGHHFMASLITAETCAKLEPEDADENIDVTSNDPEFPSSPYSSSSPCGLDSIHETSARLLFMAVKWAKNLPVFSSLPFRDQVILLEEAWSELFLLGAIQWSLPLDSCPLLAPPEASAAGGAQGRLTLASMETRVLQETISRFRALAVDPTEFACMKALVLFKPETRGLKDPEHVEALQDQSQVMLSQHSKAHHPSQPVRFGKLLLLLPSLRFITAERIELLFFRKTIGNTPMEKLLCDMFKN
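System: GST-tagged NR2E3 plus biotinylated RetCOR corepressor; Buffer or medium: pH 7.5 Tris-based buffer; Probe or stimulus: RetCOR corepressor, biotinylated, 7 nM; Doses: compound at 4.8 µM, single dose; Schedule: 5 h incubation at 4 °C; Technique: time-resolved FRET; Evaluation: percent inhibition of TR-FRET ratio; Replication: one well per compound, singlicate testing.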
Shn3 3UTR inh: Schnurri-3 reporter inhibition in Clone20 osteoblasts; inhibition, % at 12.5 µM; 360,000 compounds, 0.52% hits; Clone20 osteoblast Shn3 3'UTR firefly luciferase, 24 h; AID 588674;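 active = mean inhibition of at least 75% with every replicate also reaching 75%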;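 also: 0% = median of neutral control wells and 100% = pilot-screen positive control compound; some compounds past the cut are filed as inactive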
KKLEB cytotox: counter-screen for CF NF-kB inhibitors: cytotoxicity | KKLEB CF airway cells viability, ATPlite luminescence, overnight; active compounds read low; cells stimulated with P. aeruginosa culture filtrate | activity change (cytotoxicity), % at 5 µM | 360,000 compounds, 0.36% hits | AID 602141;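 active = corrected activity change at or below -50% at 5 µM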
TWEAK-Fn14 inh: inhibitors of TWEAK-Fn14 interaction signaling; TWEAK-stimulated Fn14 reporter cells, luciferase luminescence, 8 h; inhibition, % at 10 µM; 360,000 compounds, 2% hits; AID 1159606; in the data active = inhibition above about 50%
TROY NFkB inh: blocks TROY-dependent signaling in reporter cells. inhibition, % at 10 µM. Q293 LMP1-TROYcd NF-kB luciferase reporter, 4 h. 360,000 compounds, 0.98% hits;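 active = compounds whose plate-normalised and pattern-corrected inhibition of the luciferase reporter signal at the single screening dose is 50% or more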
Peg3 prom inh: inhibitors of Peg3 promoter; HeLa PEG-Prom luciferase reporter, luminescence, overnight; inhibition, % at 20 µM; 360,000 compounds, 1.7% hits;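 active = inhibition of at least 50% at 20 µM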
HIF-2a block: inhibitors of HIF-2a; 786-0 RCC cells HIF-2a reporter, luciferase luminescence, overnight; inhibition, % at 18.8 µM; 360,000 compounds, 0.72% hits; AID 624352;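 active = inhibition of the luminescence signal of 40% or more relative to plate controls, in a single-dose primary screen at 18.75 µM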
NR2E3 ag-2: agonists of human NR2E3 nuclear receptor. Q9Y5X4. CHO-S Gal4-NCOR/VP16-NR2E3 two-hybrid, luciferase. inhibition of corepressor binding, % at 3.98 µM. 360,000 compounds, 0.35% hits. AID 602229;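 active = inhibition above the mean of all tested compounds plus 3 SD, cut at about 70% in these data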;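 also: 0% = DMSO with NR2E3 transfected cells and 100% = cells lacking NR2E3 construct; higher means lower luciferase signal from less NR2E3 corepressor binding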
* marks the source's active call; other numbers are inactive results; nt = not tested or not shown. Some of the compounds tested; rates above refer to the full screens.

SMILES	TRPM1 prom inh	CF NFkB block	TRAIL sens C8	NR2E3 ag-1	Shn3 3UTR inh	KKLEB cytotox	TWEAK-Fn14 inh	TROY NFkB inh	Peg3 prom inh	HIF-2a block	NR2E3 ag-2
COc1ccc(CCC(=O)NCc2cn3ccccc3n2)cc1	2	14	5	3	nt	-17	8	-16	9	6	-6
CCOc1ncccc1C(=O)N(C)CC1COc2ccccc2O1 (stereo not drawn)	-8	-8	0	-3	8	4	9	1	7	22	-6
NC(=S)NNC(=O)c1ccccc1	-3	10	7	0	-9	-10	-8	-10	-7	-32	-41
CCOc1ccc(OCc2ccc(C(=O)O)o2)cc1	45	8	4	2	8	-5	52*	-49	45	42*	-137
COc1ccc(C(=O)Nc2ccc(N3CCCC3)cc2)cc1	-3	-5	-12	4	2	7	-50	-41	-24	-25	-14
CC1CCCCC12NC(=O)N(CC(=O)Nc1ccccc1N1CCOCC1)C2=O (stereo not drawn)	7	15	-9	1	-3	-2	1	19	3	11	14
F[B-](F)(F)COCc1ccccc1Br	9	24	-11	nt	0	-1	-9	1	20	4	7
O=C(COc1ccccc1)Nc1ccc(S(=O)(=O)Nc2ncccn2)cc1	22	-8	-4	0	9	5	13	17	2	18	5
CCCC(=O)Nc1ccc(-c2csc(N/N=C\c3ccncc3)n2)cc1	1	-26	71*	4	-4	0	20	-37	68*	-174	-14
CC(=O)Nc1ccc(C(=O)OCC(=O)Nc2ccc(S(=O)(=O)N3CCOCC3)cc2)cc1	-3	1	-41	nt	-9	0	1	-11	4	7	19
CC(=O)Nc1ccc(NC(=O)COC(=O)c2c3c(nc4ccccc24)CCN(Cc2ccccc2)C3)cc1	-4	57*	-5	2	24	-7	9	10	31	-16	-5
CSc1nnc(Cc2cc(=O)[nH]c(=O)[nH]2)n1-c1cccc(C)c1	-2	3	-5	-3	5	-4	-3	11	-1	15	-2
COc1ccc(OC)c(NC(=O)COC(=O)/C=C/c2ccccc2Cl)c1	3	15	-4	-2	-17	-4	-20	11	5	16	-6
COc1cccc(Nc2c3c(nc4c(-c5ccccc5)c(C)nn24)CCC3)c1	1	14	-2	-1	15	-2	-9	-18	13	15	-8
COc1cccc(NC(=O)Nc2nnc([C@H]3C[C@H](O)[C@@H](CO)O3)s2)c1	nt	-10	2	nt	-22	13	9	-8	17	2	-12
COc1ccc(C2OCC3(CO2)SC(=O)NC3=O)cc1 (stereo not drawn)	3	4	8	-5	-3	3	-21	-2	10	14	-19
O=S1(=O)CCO[C@H]2Cc3ccccc3[C@H]2N1Cc1ccccc1F	-10	2	10	1	9	-3	-5	3	8	14	-27
Cc1ccccc1Cn1nnc(C(=O)Nc2ccc3c(c2)OCCO3)c1N	-85	19	22	-3	-47	2	0	-35	-238	-227	27
S=c1[nH]nc(-c2cccnc2)n1/N=C/C=C/c1ccccc1	0	-6	-4	3	-11	-3	-9	-16	3	-16	10
O=C(O)CCCCCN1C(=O)/C(=C\c2ccncc2)SC1=S	1	11	6	3	-24	10	36	17	6	28	-27
COc1ccc(N=Cc2sc3ccccc3c2Cl)cc1	-7	-1	6	6	-89	-8	71*	67*	-61	-110	-48
O=C(COC(=O)C1=NN(c2ccccc2)C(=O)CC1)NCc1ccccc1Cl	-2	-11	8	-1	3	6	4	-6	12	3	-40
CC1CCCN(C(=O)c2ccc(COc3ccccc3Br)cc2)C1 (stereo not drawn)	-8	-1	-1	-3	nt	-3	-46	-38	-58	-138	-14
Nc1[nH]n2c(=O)c3c(nc2c1N=Nc1ccccc1)CCCC3	1	-8	7	-8	2	-2	-7	-2	19	3	14
Cc1ccc(NCCCn2cnc3c(OCc4ccccc4)ncnc32)cc1C	-12	3	-15	nt	19	-7	5	6	-9	1	-47
N#Cc1ccc(Cl)cc1NC(=O)COC(=O)[C@H](CCC(N)=O)NC(=O)c1ccc(F)cc1	5	-22	3	2	2	-6	10	-2	3	7	4
COCCNc1nc(C)c(C(C)=O)s1	11	-7	-2	-4	-10	4	-5	18	2	9	12
CNc1c([N+](=O)[O-])cnn1-c1cccc(Cl)n1	-10	4	2	-1	-22	2	-7	-7	-12	3	-27
COc1ccccc1-n1c(SCC(N)=O)nc2sc3c(c2c1=O)CCC3	12	-10	-15	-3	3	-2	-18	-11	24	-12	-15
CCN(C(=O)COC(=O)/C=C/c1ccc(C)o1)c1c(N)n(Cc2ccccc2)c(=O)[nH]c1=O	4	5	-7	nt	-8	-3	5	6	6	8	-16
CCOc1ccc(N2C(=O)CC(Sc3ncccn3)C2=O)cc1 (stereo not drawn)	0	-2	7	4	0	7	7	-16	1	2	-9
COCCSc1ccccc1C(=O)Nc1ccc2c(c1)OCCO2	10	-1	1	0	-6	8	29	-5	6	-19	-3
COc1ccc(NC(=O)C2c3ccccc3OCC(=O)N2C2CC2)cc1 (stereo not drawn)	nt	nt	-13	nt	nt	nt	1	-15	nt	2	-7
CSCCC(NC(=O)c1ccco1)C(=O)OCC(=O)N1c2ccccc2NC(=O)C1(C)C (stereo not drawn)	5	14	-9	3	-2	0	10	-13	2	-11	-1
Oc1c(C(c2cccs2)N2CCN(c3ccc(F)cc3)CC2)sc2ncnn12 (stereo not drawn)	-3	17	-15	3	18	3	15	-3	19	10	-35
CSc1ccc(CCNS(=O)(=O)c2c(C)[nH]c(C)c2C(=O)N2CCCCC2)cc1	7	-14	-3	3	32	1	-1	-2	2	11	-6
COc1ccc2[nH]c3c(c2c1)CCN1C(=O)C(CC(=O)NCCC2=CCCCC2)C[C@H](C(=O)N2CCCCC2)[C@@]31C (stereo partly drawn)	13	2	-6	nt	7	-4	3	14	20	-3	-14
Cc1cc(NC(=O)c2cccc(Cl)c2)n[nH]1	-70	-3	17	0	-85	0	-8	-41	-237	-239	-70
O=C(NCc1ccco1)C1CCN(S(=O)(=O)Cc2ccccc2)CC1	-1	8	-16	2	16	0	4	-23	1	6	3
Cc1cc(C)c(NC(=O)Cn2nnc(C(=O)NCc3cccs3)c2N)c(C)c1	-4	-2	-16	2	-11	5	-14	8	24	8	-12
Cc1ccc(S(=O)(=O)Nc2ccc3c(c2)nc(CCN2CCOCC2)n3C)cc1	15	-4	0	1	-12	-1	-12	-8	14	8	-15
CC(C)n1ncc2c(C(=O)NCCOc3ccccc3F)cc(C3CC3)nc21	4	12	2	nt	13	-6	7	14	21	28	8
O=C(c1ccc(CS(=O)Cc2ccc(Cl)cc2)o1)N1CCN(c2ccccc2)CC1 (stereo not drawn)	6	5	16	0	11	11	13	-2	23	10	-7
Cc1ccc(S(=O)(=O)N2C[C@@H]3[C@H]4CC[C@H](C4)[C@@H]3[C@@H](C)[C@H]2c2ccn(Cc3ccccc3)c2)cc1	-2	27	8	nt	19	-9	21	13	17	-16	-11
Cn1nc(OC(=O)Nc2ccc(F)cc2)cc1C(F)(F)F	-15	-10	13	2	10	2	-19	-19	-37	-117	-4
CC1(C)CNc2cc(N)ccc2S1	-21	14	-3	-5	-73	-5	51*	51*	49	-144	-6
O=S(=O)(c1ccc(Br)cc1)N1CCn2c(nc3ccccc32)C1	nt	6	-9	4	22	-8	4	-2	27	-1	-13
COc1ccc2c(OC)cc(-c3ccccc3)nc2c1	2	-16	30	4	-8	9	-4	-21	-1	11	-7
COC(=O)CCC(=O)Nc1cccc([N+](=O)[O-])c1	5	-1	3	4	-43	2	12	-6	2	16	-29
CC(=O)OCc1c(C)cc(C)c(/C=C(/C#N)C(N)=O)c1C	-7	18	4	-1	-4	-12	-5	-9	-1	14	-8
COc1ccc(Cn2c(=O)[nH]c3cc(C(=O)NCCc4ccc(S(N)(=O)=O)cc4)ccc3c2=O)cc1	8	27	0	2	-18	-25	-10	-8	5	13	-10
CCOC(=O)c1c(C)[nH]c(C(=O)NCC(c2ccco2)N2CCCCC2)c1C (stereo not drawn)	-1	3	-7	nt	12	6	0	-6	4	-4	21
COCCNC(=O)C1(C)CCCN(C(=O)Cc2ccc3ccccc3c2)C1 (stereo not drawn)	nt	3	-5	nt	-16	7	2	-4	-3	-8	-33
O=S(=O)(c1ccc2c(c1)CCCN2)N1CCCC1	nt	13	-2	3	-1	4	10	-21	9	11	-10
CS(=O)(=O)N(CC(=O)N1CCN(Cc2ccccc2)CC1)Cc1ccccc1	-7	-13	7	0	-5	-5	-1	21	0	3	-15
Cc1ccc(NC(=O)CN(C)CC(=O)Nc2cccc(F)c2)cc1[N+](=O)[O-]	11	-6	8	1	91*	-1	34	31	6	14	84*
Cc1ccc(CS/C(Nc2ccccc2C)=C(\C#N)C(=O)NCc2ccco2)c(C)c1	-5	-4	7	-2	27	-14	10	5	51*	23	1
O=C(NCc1cccc(F)c1)c1[nH]c(C(F)(F)F)nc1-c1ccccc1	nt	11	1	nt	3	-9	13	11	16	0	31
O=C(NC1(C(=O)O)CCCC1)C(Cl)Cl	1	-12	-11	nt	81	6	-20	-4	10	-5	-4
COc1cccc(CN(C(=O)COc2ccc(Cl)cc2)C2CCS(=O)(=O)C2)c1 (stereo not drawn)	-7	10	2	0	-10	-1	3	-2	6	20	8

Compounds from the list above with a nitro group on carbon, in the order listed:
SMILES	TRPM1 prom inh	CF NFkB block	TRAIL sens C8	NR2E3 ag-1	Shn3 3UTR inh	KKLEB cytotox	TWEAK-Fn14 inh	TROY NFkB inh	Peg3 prom inh	HIF-2a block	NR2E3 ag-2
CNc1c([N+](=O)[O-])cnn1-c1cccc(Cl)n1	-10	4	2	-1	-22	2	-7	-7	-12	3	-27
COC(=O)CCC(=O)Nc1cccc([N+](=O)[O-])c1	5	-1	3	4	-43	2	12	-6	2	16	-29
Cc1ccc(NC(=O)CN(C)CC(=O)Nc2cccc(F)c2)cc1[N+](=O)[O-]	11	-6	8	1	91*	-1	34	31	6	14	84*

Later entries:
SMILES	TRPM1 prom inh	CF NFkB block	TRAIL sens C8	NR2E3 ag-1	Shn3 3UTR inh	KKLEB cytotox	TWEAK-Fn14 inh	TROY NFkB inh	Peg3 prom inh	HIF-2a block	NR2E3 ag-2
NC(=O)C1(NC(=O)[C@@H]2CC3(CC(c4cccc(NC(=O)[C@@H]5CCC(=O)N5)c4)=NO3)CN2C(=O)c2cnccn2)CC1 (stereo partly drawn)	7	-23	-4	1	-12	18	14	-16	3	2	-3
c1coc(CNc2c3c(nc4ncnn24)CCCC3)c1	1	-7	3	-4	15	12	6	0	9	-3	11
CCOC(=O)C1(CCCc2ccccc2)CCN(C(=O)CCN2CCCCC2=O)CC1	-3	8	0	-1	21	-11	-9	-3	-1	0	4
Cn1c(=O)c2[nH]c(N=Nc3ccc(N)cc3N)nc2n(C)c1=O	10	-13	5	-3	-2	10	8	-12	10	17	-10
CN(c1ccc(OCC(=O)OCC(=O)Nc2ccccc2)cc1)S(=O)(=O)c1ccc(F)cc1	-2	-9	3	1	0	6	10	7	7	11	20
